FBW7 act = FBW7 E3 ligase activators, primary screen, biochemical, AlphaScreen, human. hit rate 0.13% among 650,000. normalized activity (activation), % at 26.1 µM. AID 1259310, 2017. AlphaScreen FBW7–phospho-cyclin E peptide binding, activator screen; in the data active = normalized activity above about 1.9%;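 note: purified mutant Fbw7 with reduced substrate affinity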
Target sequence (Q969H0 whole entry, looked up): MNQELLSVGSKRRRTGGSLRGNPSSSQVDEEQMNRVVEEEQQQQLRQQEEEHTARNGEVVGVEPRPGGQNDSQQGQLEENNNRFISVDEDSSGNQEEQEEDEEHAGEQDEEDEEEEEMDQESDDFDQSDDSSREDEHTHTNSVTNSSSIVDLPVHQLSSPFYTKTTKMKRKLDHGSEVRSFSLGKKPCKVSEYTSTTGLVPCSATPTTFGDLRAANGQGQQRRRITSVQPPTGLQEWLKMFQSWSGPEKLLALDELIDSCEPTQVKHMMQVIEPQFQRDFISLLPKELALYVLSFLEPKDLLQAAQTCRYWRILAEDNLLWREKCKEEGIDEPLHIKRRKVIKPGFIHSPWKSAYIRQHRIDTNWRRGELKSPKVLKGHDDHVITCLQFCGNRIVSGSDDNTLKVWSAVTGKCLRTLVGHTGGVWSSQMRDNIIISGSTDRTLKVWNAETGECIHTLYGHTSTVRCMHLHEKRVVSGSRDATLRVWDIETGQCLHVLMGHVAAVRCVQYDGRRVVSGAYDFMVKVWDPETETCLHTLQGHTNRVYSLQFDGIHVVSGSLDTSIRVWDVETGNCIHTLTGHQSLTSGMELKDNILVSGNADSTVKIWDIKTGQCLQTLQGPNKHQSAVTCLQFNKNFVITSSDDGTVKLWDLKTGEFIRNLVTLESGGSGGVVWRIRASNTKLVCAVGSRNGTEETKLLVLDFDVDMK
MITF inh = MITF inhibitors, primary screen, biochemical, AlphaScreen, human; AlphaScreen MITF homodimerization, bead proximity signal; inhibition, % at 2.6 µM; hit rate 0.91% among 650,000; in the data active = inhibition above about 50%;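 note: 0% = vehicle wells with protein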
TEAD-YAP inh = TEAD-YAP interaction inhibition, primary screen, TEAD-YAP interaction inhibitor project, luminescence, HEK-TIYL cells. hit rate 1.4% among 640,000. inhibition, % at 9.12 µM. TEAD-Gal4/YAP UAS-luciferase luminescence. AID 1259422, 2018; in the data active = inhibition above about 32%;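 note: 0% = median of test compound wells and 100% = reference inhibitor wells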
GPR151 ag = activators of human GPR151, primary screen, cell-based, PathHunter beta-arrestin, luminescence; PathHunter beta-arrestin GPR151 cells; activation, % at 11.2 µM; hit rate 1% among 650,000; AID 1508602, 2020; in the data active = activation above about 4.9%;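 note: 0% = median of compound wells and 100% = cells with positive control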
Target sequence (Q8TDV0 whole entry, looked up): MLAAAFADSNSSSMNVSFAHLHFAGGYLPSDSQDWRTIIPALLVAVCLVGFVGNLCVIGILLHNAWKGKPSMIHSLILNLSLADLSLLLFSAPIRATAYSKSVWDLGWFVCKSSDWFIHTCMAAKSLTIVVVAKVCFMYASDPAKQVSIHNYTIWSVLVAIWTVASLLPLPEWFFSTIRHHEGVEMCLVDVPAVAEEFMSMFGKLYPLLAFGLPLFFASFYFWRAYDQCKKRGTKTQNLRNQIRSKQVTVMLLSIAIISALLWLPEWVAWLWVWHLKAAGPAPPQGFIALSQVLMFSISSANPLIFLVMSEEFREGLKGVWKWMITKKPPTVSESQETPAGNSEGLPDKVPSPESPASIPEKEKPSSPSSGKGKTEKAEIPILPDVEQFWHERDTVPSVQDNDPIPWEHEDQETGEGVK
* marks the source's active call; other numbers are inactive results; nt = no result given.

SMILES	FBW7 act	MITF inh	TEAD-YAP inh	GPR151 ag
COC(=O)C1=C(O)/C(=C/c2cc(C)n(-c3ccccc3)c2C)N=C1C	0.0	13.8	2.1	-0.4
O=C(CN(C(=O)c1ccccc1Cl)N1C(=O)CCCC1=O)c1ccc(Cl)cc1	0.0	8.6	6.0	-0.9
CC(C)N(CCCNC(=O)CN1C(=O)CCSc2ccccc21)Cc1ccccc1	-0.1	-6.0	0.3	0.4
CN1CCN(/C(=C\C#N)c2ccc(F)cc2)CC1	0.8	13.9	4.4	-1.9
C=CCN1C(=O)C2(c3ccccc31)c1c(oc3ccccc3c1=O)C(=O)N2CCOC (centres undefined)	-0.2	8.4	7.8	-0.1
Cc1cccc(CN2CCC(N3CCC(C(=O)NC(C)(C)CO)CC3)CC2)n1	-0.1	-1.0	12.9	-0.2
COc1cccc2cc(C(=O)NCCC3CCCCN3S(=O)(=O)c3ccc(C)cc3)oc12 (centres undefined)	0.1	18.0	18.9	-0.9
O=C(CCc1ccco1)N1CCC(CO)(CCc2ccccc2)CC1	0.3	15.1	-7.3	1.3
O=C1C2C(c3ccccc3)C=CC(c3ccccc3)C2C(=O)N1c1cccc2cccnc12 (centres undefined)	0.0	7.2	8.4	-0.2
COc1ccc(CCNC(=O)c2ccc(CN(c3ccc(C)c(C)c3)S(C)(=O)=O)cc2)cc1OC	0.0	2.0	8.7	0.7
COc1cccc(C2CC(C(F)(F)F)n3nc(C(=O)O)cc3N2)c1 (centres undefined)	-0.1	12.6	2.4	4.4
CCOC(=O)CCN1C(=O)[C@H]2[C@H]3[C@H](O)[C@H](O)C/C(=N\OCC(C)C)[C@@H]3CC[C@H]2C1=O	0.0	-9.4	nt	-1.0
C(=N\N1CCN(c2ccccn2)CC1)/C1=C(N2CCOCC2)C(=C/c2ccccc2)/CC1	-0.1	-13.2	0.1	6.8*
CCCC(c1nnnn1C(C)(C)CC)N1CCN(C2CCCC2)CC1 (centres undefined)	0.1	3.3	-12.2	-0.2
CCOc1ccc(CCNC(=O)COc2cc(=O)n(CC)c3ccccc23)cc1OCC	0.1	-11.3	0.0	-0.3
Nc1nc(SCC(=O)NCc2ccccc2Cl)n[nH]1	0.0	-1.3	-4.2	-1.0
CCSc1nnc(C(C)NS(=O)(=O)c2c(F)cccc2F)n1C (centres undefined)	-0.2	-4.3	0.4	0.0
O=C(Cn1cnc2sc3c(c2c1=O)CCCC3)NCCC(=O)N1CCN(c2ccccc2F)CC1	0.0	3.1	18.7	0.0
CC(C)CNC(=O)CCNS(=O)(=O)c1ccc(Cl)cc1	0.2	0.5	9.6	-1.9
COC(=O)C1C(c2ccc(OC)cc2)NC(=O)NC1(O)C(F)(F)Cl (centres undefined)	0.1	-10.8	-7.4	0.3
N#CCOc1ccccc1C=Nc1ccccc1O	-0.1	-3.5	-3.8	-1.3
O=C(c1cc2cc(Br)cc(Br)c2oc1=O)N1CCSC1c1ccc(Br)cc1 (centres undefined)	-0.1	5.1	-2.8	0.3
Cc1cc(=O)[nH]c(N/N=C/c2cccc(Oc3ccccc3)c2)n1	-0.1	4.0	16.7	-2.2
CN(C)N1C(=O)c2ccc3c4c(ccc(c24)C1=O)CC3	-0.1	5.2	-1.2	0.0
CCCCC(=O)Nc1ccc(NC(=O)c2cc3ccccc3o2)cc1OC	0.4	3.1	-28.5	1.6
CN1CCN(C(=O)C(C(=O)c2ccc(F)cc2)n2ccccc2=O)CC1 (centres undefined)	0.0	-4.6	0.4	0.6
CCCc1oc2c(cc(NS(=O)(=O)c3ccc(OCC)cc3)c3ccccc32)c1C(=O)OCC	-0.2	3.6	16.4	0.7
O=C(Nc1ccc(Cl)c(Cl)c1)c1ccc(CSc2ccc(Cl)cc2)cc1	-0.1	-12.6	-8.9	-0.9
O=C(COc1coc(CN2CCN(c3cccc(Cl)c3)CC2)cc1=O)c1ccccc1	0.3	8.0	0.3	-1.4
COC(=O)c1ccc(NC(=O)/C(=C/c2ccccc2OC)NC(=O)c2cccc(OC)c2)cc1	-0.1	3.5	-1.8	-1.1

An excerpt of these results, with values under each structure:
Under each structure: FBW7 act | MITF inh | TEAD-YAP inh | GPR151 ag
- CN(C)N1C(=O)c2ccc3c4c(ccc(c24)C1=O)CC3
→ -0.1 | 5.2 | -1.2 | 0.0
- CC(C)CNC(=O)CCNS(=O)(=O)c1ccc(Cl)cc1
→ 0.2 | 0.5 | 9.6 | -1.9
- CN1CCN(C(=O)C(C(=O)c2ccc(F)cc2)n2ccccc2=O)CC1 (centres undefined)
→ 0.0 | -4.6 | 0.4 | 0.6
- O=C(COc1coc(CN2CCN(c3cccc(Cl)c3)CC2)cc1=O)c1ccccc1
→ 0.3 | 8.0 | 0.3 | -1.4
- O=C(c1cc2cc(Br)cc(Br)c2oc1=O)N1CCSC1c1ccc(Br)cc1 (centres undefined)
→ -0.1 | 5.1 | -2.8 | 0.3
- Cc1cc(=O)[nH]c(N/N=C/c2cccc(Oc3ccccc3)c2)n1
→ -0.1 | 4.0 | 16.7 | -2.2

Next section
SMILES	FBW7 act	MITF inh	TEAD-YAP inh	GPR151 ag
COc1cccc(CN(C)C(=O)c2cnc3cc(-c4cn[nH]c4)ccn23)c1	-0.1	-4.8	45.6*	-1.3
CCOC(=O)C1=C(C)N=c2s/c(=C/c3ccc(N4CCN(C)CC4)o3)c(=O)n2C1c1cc(OC)c(OC)c(OC)c1 (centres undefined)	0.1	13.6	17.9	-1.5
Cc1ccc(NC(=O)c2ccc(NS(=O)(=O)c3c(C)n[nH]c3C)cc2)cc1	0.0	-19.5	-1.1	-0.5
O=c1[nH]c2cc(Br)c(Nc3ncnc4sccc34)cc2[nH]1	0.0	3.9	-17.1	-0.4
O=S(=O)(O)c1nc2ccccc2n1CCOc1ccc(Br)cc1	-0.2	-3.8	-0.9	-0.4
O=c1c2cnn(-c3ccccc3)c2nc(-c2ccc(Cl)cc2)n1-c1ccc(Br)cc1	-0.2	1.2	-1.8	0.7
Cc1cccc(NC(=O)COc2ccccc2)n1	0.0	-0.8	-19.0	0.0
COC1=C/C(=C/c2c(N)n3c(SC)nsc3nc2=O)C=CC1=O	0.0	9.5	-49.8	2.0
O=C(CCN1CCCCO1)N1CCCC(CNS(=O)(=O)c2cccs2)C1 (centres undefined)	-0.1	-9.7	-3.5	0.2
Cc1cccc(C(=O)N2CCC3(CC2)CC3C(=O)NCCCn2ccnc2)c1C (centres undefined)	-0.1	11.2	-9.7	-1.1
O=S(=O)(CCNc1ccccc1)Oc1ccc(Cl)cc1	0.0	-4.3	9.7	0.2
CCc1ccc(C(=O)c2cn(CC(=O)Nc3ccc(Cl)cc3)c3ccc(C)cc3c2=O)cc1	0.0	15.4	7.3	0.4
CN(CC(=O)NCc1ccc(Cl)cc1)S(=O)(=O)c1ccc2[nH]c3c(c2c1)CCCC3	0.1	6.0	0.4	0.6
Fc1cccc(-c2cn[nH]c2C2CCN(CC3CC3)CC2)c1	-0.1	11.6	10.7	-0.7
CCCOC(=O)C(CC)Oc1ccc2c(=O)c(-c3ccc(OC)c(OC)c3)c(C(F)(F)F)oc2c1 (centres undefined)	0.0	-12.8	-2.4	0.5
O=C(CCN1CCN(c2ccccc2)CC1)NNC(=O)Cc1cccc2ccccc12	-0.2	0.6	-5.9	-0.2
Cn1nccc1Nc1ncc(C(=O)NCCCN2CCCC2=O)s1	0.0	19.4	5.3	-1.1
CCC1Sc2cc(S(=O)(=O)CCC(=O)Nc3ccccc3Cl)ccc2NC1=O (centres undefined)	0.1	11.1	0.3	1.4
CCCCCc1ccc(-c2ccc(-c3nnc(-c4ccccc4Cl)o3)cc2)cc1	0.0	-7.9	0.2	-0.8
CC(C)C(=O)NCC1Cc2cccc(-c3ccc(S(C)(=O)=O)cc3)c2O1 (centres undefined)	0.1	5.5	-0.8	1.3
Cc1ccc(-c2csc(NC(=O)CSc3ccccn3)n2)cc1	1.0	26.8	5.6	-1.2
CC(=O)c1cccc(NC(=S)Nc2ccc(S(=O)(=O)N3CCOCC3)cc2)c1	0.9	13.8	-4.0	1.7
O=C1c2ccc(N3Cc4ccccc4C3)cc2C(=O)N1c1ccccc1F	0.1	4.6	6.3	-1.1
Cc1ccc(S(=O)(=O)/N=C2/SCCN2CC(=O)c2ccccc2)cc1	-0.1	16.6	-1.1	0.6
O=C(O)CNC(c1ccccc1)c1cc(Br)ccc1NC(=O)CNC(=O)CNC(=O)OCc1ccccc1 (centres undefined)	-0.1	2.4	5.6	0.6
COCCNC(=O)c1sc2ncnc(N3CCN(c4ccc(OC)cc4)CC3)c2c1C	0.1	6.1	-18.5	0.5
COc1ccc2nc(Sc3cc(NCCCO)c([N+](=O)[O-])c4nonc34)[nH]c2c1	-0.5	2.0	-1.5	-0.3
COc1ccccc1C1(NC(=O)CCCCC2SCC3NC(=O)NC32)CCCC1 (centres undefined)	-0.6	105.4*	-3.8	2.9
Cc1cc(C2C(C#N)=C(N)OC3=C2C(=O)CCC3)c(C)s1 (centres undefined)	-0.3	-2.0	-7.3	0.2
COc1ccc(OCCOc2ccc(C=O)cc2)cc1	0.0	10.8	-7.2	0.9
Cc1nn(C(C)C(N)=O)c(C)c1[N+](=O)[O-] (centres undefined)	-0.1	3.4	8.2	1.4
Cc1ccc(NC(=O)C(=O)/C=C(\O)c2ccc(Br)cc2)cc1	0.0	-7.1	6.5	-1.4
Cn1ncc2c(Nc3ccc(C(N)=O)cc3)ncnc21	0.0	2.6	23.3	1.2
CC(C)N1CCc2c(sc(NC(=O)c3c(F)cccc3F)c2C(N)=O)C1	0.2	10.2	0.2	1.3
COc1ccc(NC(=O)c2cc3nc(-c4ccccc4)cc(-c4ccccc4)n3n2)cc1OC	0.0	-7.4	-2.1	1.4
CSc1nnc(C2CCN(C(=O)Nc3cccc(C(C)=O)c3)CC2)n1C	-0.1	0.5	-3.7	-0.2
COc1ccc(C(=O)COc2cccc3ccccc23)c(OC)c1	0.0	2.4	-24.0	0.0
Cc1ccc(S(=O)(=O)N(C)CCOC(=O)Nc2ccccc2)cc1	-0.1	-5.7	-5.4	0.6
COc1ccc(-c2nnn(CC(=O)c3ccc4c(c3)OCCO4)n2)cc1OC	-0.1	-3.8	0.1	-0.5
CCc1ccc(NC(=O)C2COc3ccccc3O2)cc1 (centres undefined)	-0.1	2.6	-56.7	2.4
CCOC(=O)C1CCCN(C(=S)Nc2ccsc2C(=O)OC)C1 (centres undefined)	0.8	12.8	7.3	0.1
N#CC1=C(N)SC(N)=C(C#N)C1c1cccnc1	0.2	15.8	6.2	-0.1
CCCC(C)NC(=O)C1c2ccccc2Oc2ccccc21 (centres undefined)	0.0	12.3	9.8	-1.3
CC(=O)NC1C(Oc2cccc(C)c2)OC(COC(C)=O)C(OC(C)=O)C1OC(C)=O (centres undefined)	0.0	4.7	-5.0	-1.2
COCCNC(=O)Cn1c(=O)n(Cc2ccco2)c2ncccc21	0.0	16.6	5.2	-0.6
COc1ccc(-c2nnc(N(C)C(=O)C3CCOC3)s2)cc1 (centres undefined)	-0.1	-5.6	-32.9	0.3
CCOC(=O)Cn1c(=NC(=O)c2cc(C)n(CC)n2)sc2cc(F)ccc21	-0.1	-15.0	-9.3	-1.1
Cc1cc(C)cc(NC(=O)C2COc3ccccc3O2)c1 (centres undefined)	-0.1	-1.4	3.9	1.0
O=C(Nc1ccccc1Cl)O/N=C\c1ccncc1	0.1	8.6	7.5	-0.2
O=C(CCCc1nc(-c2ccccc2)no1)Nc1ccc(Cl)cc1	0.1	1.8	1.8	0.4
O=C1CCCN1CCCNc1nc(-c2ccc(N3CCOCC3)nc2)nc2c1ncn2CCN1CCCC1=O	-0.2	-5.6	1.7	0.1
CC1CCCCN1C(=O)c1c(Cl)cccc1Cl (centres undefined)	-0.1	12.3	-3.7	-0.5
c1ccc(-c2nnc3n2CCN(Cc2cccc4cccnc24)CC3)cc1	-0.1	0.3	-2.9	-1.2
O=C(O)c1ccc2c3c(cccc13)C(=O)N(OS(=O)(=O)c1ccccc1)C2=O	-0.2	-3.3	6.5	1.3
Cc1ccc(NC(=O)N2CCOc3ccccc32)cc1C	-0.1	5.2	-37.0	-1.2
C[C@@H]1NC(=O)[C@@H]2C[C@H](NC(=O)Oc3ccc(F)cc3)CN2C1=O	-0.2	7.6	10.6	-2.4
CCCOc1ccc(/C=C/C(=O)Nc2sc(C)c(C)c2C(=O)OCC)cc1OC	0.3	13.7	8.5	-1.2
CC(C)CCNS(=O)(=O)c1cccc2nonc12	0.0	4.6	10.1	0.5
O=C(N1CCOCC1)C1(c2ccccc2)CCN(S(=O)(=O)c2ccccc2)CC1	0.1	0.9	-1.1	-1.3
CCCN1CCC(N(C(=O)CCC(=O)NCCc2ccccc2)C2CC2)CC1	0.1	9.4	-3.0	-1.6

Carrying on:
SMILES	FBW7 act	MITF inh	TEAD-YAP inh	GPR151 ag
COc1cc(/C=N/O)ccc1OCc1ccc(Cl)cc1	0.0	-2.5	-16.2	-1.1
CCc1ccc(NC(=O)C(CC)Sc2nc3ccsc3c(=O)n2Cc2ccccn2)cc1 (centres undefined)	0.0	2.9	-1.1	-1.7
CSc1nnc2c(n1)OC(c1cccs1)Nc1ccccc1-2 (centres undefined)	0.1	13.8	4.1	0.1
O=C(CCCn1c(SCc2ccccc2F)nc2ccccc2c1=O)NCCc1ccccc1	-0.1	-7.3	-7.2	2.6
CC(C)N(CCNC(=O)c1ccc2nc(N3CCN(Cc4ccc5c(c4)OCO5)CC3)sc2c1)C(C)C	-0.1	5.2	-4.0	1.7
O=C(CN1C(=O)S/C(=C\c2ccc(Cl)cc2)C1=O)Nc1ccc(C(=O)O)cc1	0.1	0.3	3.8	2.4

Only FBW7 act and TEAD-YAP inh (two entries from above):
smiles,FBW7 act,TEAD-YAP inh
COc1cc(/C=N/O)ccc1OCc1ccc(Cl)cc1,0.0,-16.2
CCc1ccc(NC(=O)C(CC)Sc2nc3ccsc3c(=O)n2Cc2ccccn2)cc1 (centres undefined),0.0,-1.1
